Bioassay records as filed in PubChem BioAssay.
TLR4 MyD88 comp – blocks binding of human TLR4 to MyD88; HeLa CL3-4 TLR4/MyD88 BLA complementation, FRET ratio; inhibition, % at 8.4 µM; O00206+Q99836; AID 861; 200,000 tested, 0.18% active; in the data active = inhibition above about 25%;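 note: 0% = vehicle and 100% = reference inhibitor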
Target sequence (O00206 whole entry, looked up): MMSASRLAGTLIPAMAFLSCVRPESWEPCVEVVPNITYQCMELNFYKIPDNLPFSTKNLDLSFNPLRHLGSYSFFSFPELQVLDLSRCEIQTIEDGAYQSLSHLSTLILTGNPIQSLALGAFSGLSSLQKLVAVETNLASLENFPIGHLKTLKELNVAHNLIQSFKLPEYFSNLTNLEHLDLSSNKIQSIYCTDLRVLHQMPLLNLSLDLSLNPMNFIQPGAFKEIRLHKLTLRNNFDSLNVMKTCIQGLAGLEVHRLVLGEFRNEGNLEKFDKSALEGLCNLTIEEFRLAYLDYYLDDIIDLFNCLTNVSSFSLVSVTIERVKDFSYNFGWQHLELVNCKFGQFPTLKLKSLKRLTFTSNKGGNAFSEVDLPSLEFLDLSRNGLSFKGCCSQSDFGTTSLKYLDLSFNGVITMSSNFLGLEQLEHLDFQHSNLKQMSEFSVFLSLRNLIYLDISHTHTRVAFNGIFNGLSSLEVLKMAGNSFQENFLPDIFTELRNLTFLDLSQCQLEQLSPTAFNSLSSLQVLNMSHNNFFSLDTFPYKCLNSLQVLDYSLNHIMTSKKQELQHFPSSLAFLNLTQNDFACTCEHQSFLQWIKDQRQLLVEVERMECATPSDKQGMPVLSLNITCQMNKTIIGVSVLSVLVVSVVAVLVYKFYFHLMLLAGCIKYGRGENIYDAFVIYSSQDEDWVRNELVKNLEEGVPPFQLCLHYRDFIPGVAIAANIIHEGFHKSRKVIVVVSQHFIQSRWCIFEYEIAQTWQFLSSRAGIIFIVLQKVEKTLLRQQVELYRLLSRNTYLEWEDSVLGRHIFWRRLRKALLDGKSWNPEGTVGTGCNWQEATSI
Target sequence (Q99836 whole entry, looked up): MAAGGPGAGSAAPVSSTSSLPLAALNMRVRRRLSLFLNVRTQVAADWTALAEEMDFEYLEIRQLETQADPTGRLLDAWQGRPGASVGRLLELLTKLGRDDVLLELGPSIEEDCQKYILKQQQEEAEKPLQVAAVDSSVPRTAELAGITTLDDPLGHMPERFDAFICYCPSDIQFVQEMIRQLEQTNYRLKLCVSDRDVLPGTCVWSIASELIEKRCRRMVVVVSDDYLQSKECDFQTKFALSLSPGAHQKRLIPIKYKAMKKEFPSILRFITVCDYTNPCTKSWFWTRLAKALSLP
STAT3 act – STAT3 signaling activation | U3A cells, IL-6 STAT3-luciferase reporter, luminescence; 100% = signal with IL-6 EC80 alone | 190,000 tested, 0.91% active | activation (% of control), % at 5.6 µM | AID 871;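 active = activation above the screen-wide mean of compound activation plus 3 SD, cut at about 130% in these data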;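 note: 0% = background luminescence of wells with medium and substrate only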
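Test system: Human STAT1-deficient U3A cells with stable STAT3-luciferase reporter | Also added: Interleukin-6, 33 ng/mL | Timing: Compound pre-incubation 1 h before IL-6, then 6 h stimulation at 37 °C | Technique: Luciferase reporter luminescence | Read-out: Percent of IL-6-only median luminescence | Benchmarks: IL-6-only wells as 100% reference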
Hsp70 activator – switches on Hsp70 transcription; AID 1203; activation, % at 10 µM; HeLa Hsp70 promoter luciferase reporter, luminescence; scaled: vehicle 0, proteasome-inhibitor control 100%; 200,000 tested, 0.04% active;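 active = activation above the mean across all tested compounds plus 3 SD, cutoff set per campaign, cut at about 5.5% in these data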;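 note: 100% = MG132 at 30 µM as the positive control and 0% = DMSO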
STAT1 inh – reduces IFN-gamma driven STAT1 reporter signal; NIH 3T3 STAT1-luciferase reporter, luminescence; inhibition, % at 5.5 µM; 200,000 tested, 0.35% active;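 active = inhibition above a set limit, the mean inhibition across all tested compounds plus 3 SD, cut at about 34% in these data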;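 note: 0% = IFN-gamma with DMSO and 100% = IFN-gamma with 300 µM nifuroxazide; values of inactives mirror those of a sister screen read the other way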
APP transl inh – APP translation inhibition; SH-SY5Y APP 5'UTR-luciferase reporter, luminescence; inhibition, % at 2 µM; 190,000 tested, 0.82% active;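 active = inhibition above a set limit, derived from the sample mean plus 3 SD, cut at about 45% in these data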; note: values of inactives mirror those of a sister screen read the other way
Diaphorase act – counter-screen for diaphorase-based assays: diaphorase activators and chemical reducers; Diaphorase/resazurin coupled assay, resorufin fluorescence, 16 min; stronger effect = higher value; 1 = vehicle wells, 0 = NADH-free wells; 190,000 tested, 0.005% active; activation factor at 20 µM;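 active = diaphorase activity raised at least twofold by the compound at 20 µM; inactive = activation factor below 2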
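Test system: Clostridium kluyveri diaphorase, purified enzyme. Buffer or medium: 50 mM HEPES pH 7.4 buffer plus MgCl2 and Tween 20. Also added: 0.114 mM NADH and 0.1 mM resazurin, final amounts. Dosing: compound 20 µM once, DMSO 1%. Schedule: 16 min enzyme reaction, ambient temperature. Detection: fluorescence of resorufin, 544 nm excitation, 590 nm emission.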
STAT1 activator – activators of IFN-gamma induced STAT1 signaling; NIH 3T3 STAT1-luciferase reporter, luminescence; 100% = IFN-gamma alone, no compound; activation (% of control), % at 5.5 µM; 200,000 tested, 2.6% active; AID 932;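 active = activation above the screen-wide mean activation plus 3 SD, cut at about 130% in these data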;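 note: raw ratio to IFN-gamma control signal so 100% means no change and 0% no light; values of inactives mirror those of a sister screen read the other way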
STAT3 inh – inhibitors of IL-6 induced STAT3 signaling | U3A cells, IL-6 STAT3-luciferase reporter, luminescence; host cell line lacks STAT1 | inhibition, % at 5.5 µM | 190,000 tested, 0.89% active;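 active = inhibition above the mean inhibition across all screened compounds plus 3 SD, cut at about 44% in these data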;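 note: 0% = DMSO only wells and 100% = 100 µM nifuroxazide control wells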
Diaphorase inh – counter-screen for diaphorase-based assays: diaphorase inhibitors and chemical oxidizers; diaphorase resazurin-to-resorufin fluorescence, NADH, 16 min; bacterial (C. kluyveri) enzyme, not human; inhibition, % at 20 µM; 190,000 tested, 0.69% active;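 active = primary screen inhibition at 20 µM above a set limit, cut at about 50% in these data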;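 note: plate controls were DMSO with full reaction for no effect and wells lacking NADH for full effect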
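Test system: diaphorase enzyme from Clostridium kluyveri; amount: diaphorase at 0.14 U/mL in enzyme working solution; detection: fluorescence of resorufin formed from resazurin, Ex 544/Em 590 nm; times: reaction incubation of 16 min at room temperature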
G6PDH counter – L. mesenteroides G6PDH inhibition counter-screen; Purified L. mesenteroides G6PDH, diaphorase/resazurin coupled fluorescence, 45 min; AID 1020; 200,000 tested, 0.12% active; inhibition, % at 5 µM; in the data active = inhibition above about 50%
Starred values were filed as active, the others as inactive; nt = no result given. No enrichment for hits, and some 6.1% of all compounds hit somewhere here.

structure	TLR4 MyD88 comp	STAT3 act	Hsp70 activator	STAT1 inh	APP transl inh	Diaphorase act	STAT1 activator	STAT3 inh	Diaphorase inh	G6PDH counter
O=C(NCc1ccccn1)c1ccc2ccccc2n1	7	93	-0.2	-8	-2	0.8	109	9	20	3
COc1ccc(OCc2nn3c(Cn4cnc5ccccc54)nnc3s2)cc1	10	89	-0.4	18	1	1	83	18	3	15
COCCN(CCOC)S(=O)(=O)c1ccc(C(=O)Nc2nc(C)c(C(C)=O)s2)cc1	1	97	0.3	-10	7	0.9	109	9	10	1
CC(C)c1ccccc1-n1c(SCC(=O)N2CCc3ccccc3C2)nc2ccccc2c1=O	-4	109	-0.5	5	-4	0.9	96	-8	9	-22
CCC(c1n[nH]c(=S)n1-c1ccccc1)N(C)C (configuration not stated)	-8	103	-0.4	0	-3	1	100	2	2	23
CCN=c1scc(-c2ccccc2)n1/N=C/c1ccccn1	10	61	-0.3	-76	-166	0.8	170*	45*	19	-10
Cc1cccc2cc(COC(=O)c3cccs3)c(=O)[nH]c12	-11	89	0.3	-1	-6	0.9	101	11	6	8
O=S(=O)(NCCOc1ccccc1Cl)c1ccc2oc3ccccc3c2c1	-16	108	-0.1	-10	-6	nt	109	-4	nt	nt
COc1ccc2cc(CCNC(=O)c3ccc(Br)o3)c(=O)[nH]c2c1	11	106	-0.3	-3	-8	0.7	104	-7	29	-20
Cc1ccccc1/C=N/NC(=O)c1sccc1C	-21	89	-0.1	-71	-70	0.9	163*	16	8	11
COc1ccc(-c2nc(NC(C)=O)sc2-c2ccc(OC)cc2)cc1	19	103	-0.3	6	-5	0.8	92	1	19	13
CCOc1ccc(NC(=O)NCCN2C(C)CCCC2C)cc1 (configuration not stated)	-4	100	-0.1	0	-11	0.8	100	-2	21	0
COc1ccc(-c2nnc(SCc3ccccc3F)o2)cc1OC	-1	104	-0.2	-13	-91	0.8	114	-1	22	4
c1ccc(-c2nnc3sc(CN4CCc5ccccc54)cn23)cc1	-4	128	-0.3	-26	-4	0.8	124	-31	21	7
Cc1cccc(NC(=O)c2ccc(COc3ccc(Cl)cc3Cl)o2)n1	6	94	-0.2	-1	-1	0.9	101	12	10	8
CC(CC(=O)O)C(=O)c1ccc(Cl)c([N+](=O)[O-])c1 (configuration not stated)	2	102	-0.2	8	-10	1	91	-1	2	-2
O=C1c2cccc3cccc(c23)N1CN1CCN(c2ccccn2)CC1	1	98	-0.4	1	10	0.9	99	12	14	12
CC(NS(C)(=O)=O)C(c1cccs1)N1CCN(C)CC1 (configuration not stated)	7	93	0.0	-6	-6	0.9	105	12	7	20
CCN(CC)CCN1C(=O)C(=O)/C(=C(/O)c2ccc(F)cc2)C1c1cccnc1 (configuration not stated)	-5	105	-0.3	-4	-5	0.8	104	-2	17	0
Cc1ccc(/C=C2\CCC(C3CCCC3)C2=O)cc1 (configuration not stated)	-9	107	0.1	-2	-157	0.9	102	-3	7	6
CCc1cc2c(C)cc(=O)oc2cc1Oc1ncccc1[N+](=O)[O-]	-7	102	-0.1	4	1	1	96	0	-2	8
Cc1ccc(S(=O)(=O)N2CCCCC2)cc1NC(=O)CSc1nccn1C	1	94	-0.3	11	-1	0.9	90	8	5	6
CC1CCN(CCOc2ccccc2-c2ccccc2)CC1	-5	105	0.1	1	2	0.9	99	4	11	9
CN(CC#CCC(c1ccccc1)c1ccccc1)C(C)(C)C	-6	100	-0.4	-1	-7	0.8	101	8	18	10
COc1cccc(CNc2ccc(F)c(Cl)c2)c1OC	0	91	-0.4	-3	6	0.8	103	15	17	4
O=C(NC1CCCCC1)NC1CCN(C(=S)NCc2ccco2)CC1	-3	93	-0.3	-3	5	0.9	103	12	14	7
C/C(CC(=O)NCc1ccco1)=N\NC(=O)Cc1cccc2ccccc12	-18	100	-0.3	6	1	1	95	7	5	3
Cc1ccc(S(=O)(=O)CCC(=O)NCc2ccco2)cc1	8	97	-0.3	-8	-6	0.9	108	9	6	9
O=C(NNC(=O)C(O)(c1ccccc1)c1ccccc1)C1CC1	1	101	-0.3	-5	-6	1	104	4	5	4
Cc1cc(NC(=O)c2c(F)cccc2F)n(-c2nc3ccccc3[nH]2)n1	7	99	-0.4	-7	3	0.9	106	4	14	4
COc1ccc(-c2cc(N3C(=O)Nc4ccccc4N3O)n[nH]2)c(OC)c1	11	90	-0.3	2	-17	1	97	16	3	1
COCCNC(=O)Cn1nc(C(F)(F)F)c(Cl)c1C	8	101	-0.2	1	1	1.1	99	2	-8	8
COCc1cc(/C=N\NC(=O)COc2ccccc2)ccc1OC	-20	101	-0.4	13	11	0.9	88	0	8	2
CCC(C)(C)C1CCc2c(sc(NC(=O)c3cccs3)c2C(N)=O)C1 (configuration not stated)	7	93	-0.3	16	-20	0.9	85	10	7	7
COc1ccc(CN2CCN(S(=O)(=O)c3ccc(C)cc3)CC2)cc1Br	1	144*	-0.4	-1	7	0.8	101	-58	19	7
O=C(CSc1nc(Cc2ccccc2)nc2ccccc12)c1ccc2c(c1)OCCO2	2	92	-0.1	3	nt	0.9	98	16	7	-29
O=C1CCC([N+](=O)[O-])C(c2ccccc2Cl)N1 (configuration not stated)	-5	105	-0.4	2	7	0.8	94	-6	19	0
c1ccc2c(N3CCCCCC3)nc(-c3ccncc3)nc2c1	-4	93	-0.6	14	-2	0.9	87	13	14	0
Cc1csc(NC(=O)CSc2nnc(CCNC(=O)c3ccc(Cl)c(Cl)c3)n2C)n1	-3	96	0.0	5	-23	1	95	12	-4	8
Cc1nn(C(C)C(=O)NNC(=S)Nc2ccc(F)cc2)c(C)c1[N+](=O)[O-] (configuration not stated)	-5	97	0.4	-1	2	0.7	101	2	26	5

Fetched one by one from the entries so far, 2 records:
structure	TLR4 MyD88 comp	STAT3 act	Hsp70 activator	STAT1 inh	APP transl inh	Diaphorase act	STAT1 activator	STAT3 inh	Diaphorase inh	G6PDH counter
O=C(CSc1nc(Cc2ccccc2)nc2ccccc12)c1ccc2c(c1)OCCO2	2	92	-0.1	3	nt	0.9	98	16	7	-29
CCC(C)(C)C1CCc2c(sc(NC(=O)c3cccs3)c2C(N)=O)C1 (configuration not stated)	7	93	-0.3	16	-20	0.9	85	10	7	7

Other entries:
structure	TLR4 MyD88 comp	STAT3 act	Hsp70 activator	STAT1 inh	APP transl inh	Diaphorase act	STAT1 activator	STAT3 inh	Diaphorase inh	G6PDH counter
COC(=O)c1cc(OC)c(OC)cc1NC(=O)c1cccnc1	15	98	-0.2	-5	-7	0.8	105	6	16	1
CC(=O)c1cccc(NC(=O)CCOc2ccccc2)c1	5	109	0.0	-4	-9	0.9	104	-5	9	2
CC(C)(C)c1cc[n+](/C(C(=S)Nc2ccccc2F)=C(/[O-])c2ccc3c(c2)OCCO3)cc1	9	112	0.5	-9	3	1	109	-13	0	7
COc1ccc(-c2cc(C(F)F)n3ncc(C(=O)N4CCc5ccccc5C4)c3n2)cc1	16	106	-0.5	-1	8	0.7	99	-5	32	13
Cc1cccc(OCC(=O)O/N=C(\N)Cc2ccc(Cl)cc2)c1	-4	94	-0.1	0	-7	0.8	100	6	22	17
O=C(c1ccc(-c2ccccc2)cc1)C1CCCN(C(=O)Cn2cncn2)C1 (configuration not stated)	2	102	0.1	-3	-10	0.8	101	3	17	15
O=C(CCNc1ccc(F)cc1)c1ccco1	15	106	-0.2	-34	-19	1	127	-4	-4	10
COc1ccc(/C=C/C(=O)c2ccccc2O)cc1CN1CCOCC1	7	109	-0.1	5	-8	0.9	95	-3	11	-5
COc1cc(C(=O)NNC2=NC(C)(C)Cc3cc(C)c(C)cc32)cc(OC)c1OC	-8	89	-0.2	10	-2	1.1	91	15	-5	-11
COc1ccccc1/C=C1/C(=O)N(c2cc(C)cc(C)c2)C(c2cccc([N+](=O)[O-])c2)S1(=O)=O (configuration not stated)	2	97	-0.2	5	2	1	96	4	0	-7
NC(=O)CCN1CCN(Cc2nc(C(c3ccccc3)c3ccccc3)no2)CC1	0	99	0.5	-11	1	0.9	109	12	9	8
CCOC(=O)C(Cc1ccccc1)C(=O)Nc1ccc(N(CC)CC)cc1 (configuration not stated)	-2	98	-0.2	-4	-1	0.8	103	4	20	4
COCc1[nH]nc2c1C(C1C=CCCC1)C(C#N)=C(N)O2 (configuration not stated)	-7	94	-0.4	-2	2	0.9	98	11	6	3
FC(F)(F)c1nc(-c2ccncc2)ncc1-c1nnnn1-c1ccccc1	0	84	-0.1	2	4	1	98	26	3	1
CCC(C)(C)n1nnnc1C(CC(C)C)N1CCC(C(N)=O)CC1 (configuration not stated)	3	103	0.0	-5	-5	1	103	1	2	6
CS(=O)(=O)N1CCc2ccccc2C1	6	102	-0.4	-6	16	0.9	106	-1	10	0
C=CCSc1ncnc2sc(C)c(C)c12	3	91	0.4	1	-2	0.8	99	11	20	3
O=C(CCNS(=O)(=O)c1cccc2nsnc12)NCCc1ccccc1	5	98	0.0	1	-19	0.9	100	9	15	5
CCN(CC)CCCN(Cc1cc2cc3c(cc2[nH]c1=O)OCCO3)C(=O)Nc1ccccc1	-17	110	-0.2	-18	-4	0.9	116	-1	11	-5
Cc1cc(C)cc(-n2nnc(C(=O)NCc3ccc4c(c3)OCO4)c2N)c1	15	94	-0.2	3	9	0.7	97	11	27	0
S=C(Nc1ccc(Br)cc1Cl)NC1CCN(Cc2ccccc2)CC1	5	96	-0.1	-2	-16	1.2	100	10	-19	5
CCC(=O)Nc1nnc(SCC(=O)c2ccc3c(c2)Cc2ccccc2-3)s1	5	90	0.3	-3	-14	1	103	19	3	1
c1ccc(-n2nnnc2NCCc2c[nH]c3ccccc23)cc1	-4	96	-0.4	5	-4	0.8	95	8	17	11
Cc1ccc(Oc2nc3ccccc3n3c(C)nnc23)cc1	13	81	-0.2	3	-4	1	98	25	-4	4
O=C(COc1ccc(-c2nnco2)cc1)N1CCN(S(=O)(=O)c2ccccc2)CC1	-14	99	0.1	4	0	0.9	96	5	14	4
CCOC(=O)C1CCCN(c2c(N3CCN(C4CCCCC4)CC3)c(=O)c2=O)C1 (configuration not stated)	-1	104	0.0	-3	7	1	103	4	4	8
Cc1ccc(-n2c(=O)[nH]c3cc(C(=O)NC4CCN(Cc5ccccc5)CC4)ccc3c2=O)cc1	-9	95	-0.2	-3	0	0.9	102	13	6	2
C/C(=N\NC(=S)NCc1ccccc1)c1ccc(C)o1	7	97	-0.1	7	-4	0.9	92	8	14	1
